Screening data: PubChem BioAssay, National Center for Advancing Translational Sciences (NCATS)
GCN5L2 inh: GCN5L2 (KAT2A) acetyltransferase inhibition; Q92830; GCN5L2 HAT assay, ThioGlo1 CoA-SH fluorescence; Potency, µM (highest dose often 58.9 µM), for the others: at the highest dose activity change, negative = inhibition, most hits filed as inhibitors; hit rate 0.21% among 390,000; AID 504327
Target sequence (Q92830 whole entry, looked up): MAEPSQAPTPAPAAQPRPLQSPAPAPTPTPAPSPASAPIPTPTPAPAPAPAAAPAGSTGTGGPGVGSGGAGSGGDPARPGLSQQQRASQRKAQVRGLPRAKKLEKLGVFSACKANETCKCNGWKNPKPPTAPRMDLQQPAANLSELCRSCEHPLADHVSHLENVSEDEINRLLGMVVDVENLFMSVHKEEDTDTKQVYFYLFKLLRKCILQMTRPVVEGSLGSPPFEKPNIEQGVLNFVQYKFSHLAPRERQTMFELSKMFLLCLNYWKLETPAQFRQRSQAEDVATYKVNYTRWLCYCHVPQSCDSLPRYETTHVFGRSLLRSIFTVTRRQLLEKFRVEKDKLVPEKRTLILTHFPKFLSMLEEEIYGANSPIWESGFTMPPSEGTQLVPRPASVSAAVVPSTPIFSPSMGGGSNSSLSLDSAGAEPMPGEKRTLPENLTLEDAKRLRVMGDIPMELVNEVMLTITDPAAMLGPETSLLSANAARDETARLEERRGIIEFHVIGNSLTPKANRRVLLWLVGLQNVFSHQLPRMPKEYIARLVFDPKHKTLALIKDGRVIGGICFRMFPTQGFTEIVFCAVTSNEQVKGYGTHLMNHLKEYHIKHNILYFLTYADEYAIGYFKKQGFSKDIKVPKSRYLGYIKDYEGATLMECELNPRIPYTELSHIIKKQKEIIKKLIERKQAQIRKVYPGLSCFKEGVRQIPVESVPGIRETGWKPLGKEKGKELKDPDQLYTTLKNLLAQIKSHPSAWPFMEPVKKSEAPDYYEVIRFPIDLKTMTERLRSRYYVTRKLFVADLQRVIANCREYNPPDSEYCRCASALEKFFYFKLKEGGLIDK
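Enzyme at 20nM final was mixed with library compounds for 15 min at room temperature. Peptide H3(1-25) at 75uM, acetyl-CoA at 70uM and ThioGlo1 at 50uM were then added. Plates were read immediately and after 20 min (Ex340nm/Em540nm).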
DT40 TDP1 no CPT: qHTS for Inhibitors of human tyrosyl-DNA phosphodiesterase 1 (TDP1): qHTS in cells in absence of CPT | Potency, µM (top dose mostly 46.2 µM), for the others: top-dose activity change, negative = growth inhibition, usual class: inhibitors | DT40 Tdp1-/- hTDP1 cells, no CPT, ATP luminescence, 48 h | hit rate 15% among 420,000; note: nearly all actives have a fitted effect of over 55% in size
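Seeded 400 DT40-hTDP1 cells/well (vehicle DMSO, no 20 nM CPT); pinned compounds; ≥48 hr at 37 °C; CellTiter-Glo luminescence as viability measure.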
TDP1 inh: blocks human tyrosyl-DNA phosphodiesterase 1; Potency, µM (highest dose often 130 µM), for the others: at the highest dose activity change, negative = inhibition, hits mostly inhibitors; recombinant TDP1, AlphaScreen DNA substrate cleavage; hit rate 0.28% among 350,000; note: nearly all actives have a fitted effect of over 40% in size
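Signal: AlphaScreen proximity between streptavidin donor and anti-FITC acceptor beads on intact substrate. Reaction: Tdp1 1 nM, substrate 15 nM final, 5 min RT after 15 min compound preincubation.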
Active calls of the source: *; ? = inconclusive; . = no result given; [ ] = remark or other dose. Calls come from the whole dose curve; as a rule, active = well fitted curve in the direction sought with a large enough effect; inconclusive = small, poorly fitted or top-dose-only effect, or another doubt; inactive = no such curve, though single readings can be large; an effect the other way counts as inactive or inconclusive. % is set by controls: 0 for no effect and ±100 for the full control effect; potency is the fitted concentration of half-maximal effect. The list is partial; the hit share may differ from the screen's.

SMILES	GCN5L2 inh	DT40 TDP1 no CPT	TDP1 inh
COC(CNC(=O)c1cc(S(=O)(=O)N2CCc3ccccc32)ccc1F)OC	1%	0%	.
CC1=NN(C(=O)c2c(Br)c(C)nn2C)C(O)(C(F)(F)F)C1 (centres undefined)	20%	1µM*	5%
Cc1ccc(Nc2nc(N)c([N+](=O)[O-])c(NCc3ccco3)n2)cc1C	-15%	?	9%
CCOc1ccc2nc(N3CCC(C(=O)N4CCN(C(=O)c5ccco5)CC4)CC3)sc2c1	-4%	23µM*	5%
CCCCn1cnc2c(=O)[nH]c(N)nc21	.	-23%	4%
CCOc1ccc(-c2[nH]ncc2Oc2cccc(OC)c2)c(O)c1	-9%	?	5%
CN1/C(=C\C(=O)c2cccs2)C(C)(C)c2ccccc21	-6%	-11%	.
COc1ccc(N(CC(=O)NC2CCCC2)C(=O)Cn2nnc(-c3ccc(C)cc3)n2)cc1	-2%	?	3%
CCOC(=O)N1CCc2c(sc3nc(SC(C)C)n(N)c(=O)c23)C1	-6%	23µM*	-3%
CCc1cccc(C)c1NC(=O)C1CCCN1C(=O)NCc1ccccc1 (centres undefined)	-19%	0%	-18%
O=S(=O)(c1ccc2c(c1)OCO2)N1CCN(c2nnnn2-c2ccccc2)CC1	-3%	?	3%
CCOC(=O)c1c(NC(=O)c2nc(SC)ncc2Cl)sc(C)c1C	-2%	-1%	7%
O=C(Nc1cc(Cl)ccc1-n1cncn1)c1ccc(Br)o1	-1%	-8%	-1%
CCOc1ccccc1NC(=O)C(=O)NCCC1=CCCCC1	-1%	6%	5%
CC(C)(C)c1nc2ccc(NS(=O)(=O)c3ccc(F)c(F)c3F)cc2[nH]1	-8%	-9%	0%
Nc1nc(-c2ccc(-n3nncc3-c3ccco3)cc2)cs1	4%	?	4%
Cc1c(Cl)cccc1NC(=O)CSc1nnc(C)n1-c1ccccc1	0%	?	0%
O=C(O/N=C\c1ccc(N2CCOCC2)c([N+](=O)[O-])c1)c1ccc(F)cc1	-3%	-10%	8%
COc1ccccc1Nc1nc(C)nc(N)c1S(=O)(=O)c1ccccc1	-1%	.	-1%
COc1ccc(N2C(=O)C3CCCN3C2c2ccccc2Cl)cc1 (centres undefined)	-5%	-13%	-11%
Cc1cc(C)n2c(SCC(=O)NC3CCCC(C)C3C)nnc2n1 (centres undefined)	-13%	6%	3%
Cc1cc(-c2ccc(C)c(S(=O)(=O)N(Cc3cccs3)C(C)C)c2)on1	4%	?	8%
Cc1noc(C)c1C(=O)N1CCN(CCc2ccccc2)CC1	0%	-12%	5%
CC(c1ccncn1)N(C)Cc1nc(Cc2ccccc2F)no1 (centres undefined)	-5%	0%	-4%
c1ccc(-c2ccccc2OCCCN2CCCCC2)cc1	-2%	15µM*	3%
CCOc1ccc(Nc2nc(N)nc(CSC(=S)N3CCOCC3)n2)cc1	2%	21µM*	7%
Cc1ccc(S(=O)(=O)CC(=O)N2CCN(c3ccc([N+](=O)[O-])cc3)CC2)cc1	-20%	?	5%
O=C(CSc1nc(Nc2ccccc2)nc(N2CCOCC2)n1)Nc1ccc(Br)cc1F	1%	18µM*	6%
CCOC(=O)C1=C(CSc2nc(-c3ccccc3)ccc2C#N)OC(N)=C(C#N)C1c1cccnc1 (centres undefined)	-2%	4.6µM*	3%
Cn1nc(C(F)(F)F)c2cc(C(=O)NC3CC3)sc21	-3%	-18%	-3%
C=CCNC(=O)C1CCN(S(=O)(=O)c2ccc(Br)cc2)CC1	3%	16µM*	-4%
O=C(c1cc(F)ccc1F)C1CCCN(C(=O)CCc2cnccn2)C1 (centres undefined)	-1%	-21%	-6%
Cc1ccc(CNC(=O)COc2cccc3c2OC(C)(C)C3)cc1	0%	18µM*	8%
C/C(=C/Cc1c(O)cc2oc(C)cc(=O)c2c1O)COC1OC(CO)C(O)C(O)C1O (centres undefined)	-1%	2%	-7%
O=C(CNc1cccc(S(=O)(=O)N2CCCC2)c1)Nc1ccc(F)cc1F	-2%	?	6%
Cn1c(=O)c2[nH]c(Nc3ccccc3)nc2n(C)c1=O	-4%	-22%	0%
O=C(Nc1ccccc1C(F)(F)F)C1(S(=O)(=O)c2ccc(Cl)cc2)CC1	4%	-2%	-1%
COc1ccc(/C(C)=N/Nc2ncc(Cl)cc2Cl)c(O)c1	-7%	0.0082µM*	4%
O=C(NCC(=O)N1CCc2ccccc2C1)c1ccc(Cl)cc1Cl	-26%	-23%	.
CCCCNc1nc(Oc2ccc(OCC(N)=O)nn2)nc(N2CCOCC2)n1	0%	2%	5%
Cc1c(NC(=O)c2cc3c(=O)n4ccccc4nc3s2)c(=O)n(-c2ccccc2)n1C	-7%	4%	.
Cc1ccc(NS(=O)(=O)c2ccc(OCC(=O)Nc3cccc([N+](=O)[O-])c3)c(C)c2)cc1	-7%	?	7%
C[C@H](CO)N1C[C@H](C)[C@@H](CN(C)C(=O)Nc2ccc(C(F)(F)F)cc2)Oc2c(NC(=O)Cc3ccccc3)cccc2C1=O	-6%	-24%	2%
Cc1n[nH]c(C)c1CCNC(=O)C1CCC(=O)N(CCc2cccc(F)c2)C1 (centres undefined)	0%	-12%	1%
O=c1c(N2CCOCC2)coc2ccccc12	-4%	-5%	.

Single records, from the list above.
O=c1c(N2CCOCC2)coc2ccccc12 reads GCN5L2 inh: -4%; DT40 TDP1 no CPT: -5%; TDP1 inh: .
Cc1ccc(CNC(=O)COc2cccc3c2OC(C)(C)C3)cc1 reads GCN5L2 inh: 0%; DT40 TDP1 no CPT: 18µM*; TDP1 inh: 8%

(cont.)
SMILES	GCN5L2 inh	DT40 TDP1 no CPT	TDP1 inh
CCC(CC)C(=O)Nc1ccc(C(=O)Nc2cc(C)on2)cc1	-2%	-1%	-3%
Cc1cc(C)cc(OCC(=O)OCC(=O)N2CC(=O)Nc3ccccc32)c1	24%	0%	3%
O=C(O)CSCCOc1ccc(OCCSCC(=O)O)cc1	-9%	3%	-1%
O=C(NC(=O)c1ccccc1)NC(=O)c1ccccc1	-6%	-21%	-3%
COc1cccc(Cn2c(=O)c(-c3cc(F)cc(F)c3)nc3cnc(N4CCN(C)CC4)nc32)c1	-9%	15%	.
O=c1c2sccc2nc(SCc2cc(=O)n3ccccc3n2)n1-c1ccc(Br)cc1	-9%	?	5%
CC(NC(=O)CSc1nc2ccccc2c(=O)[nH]1)c1ccccc1 (centres undefined)	-3%	-11%	0%
COc1ccc(NC(=O)CCN2C(=O)c3ccccc3S2(=O)=O)cc1	.	-6%	4%
O=C(c1cn(CC2CCCCC2)nn1)N1CCN(c2ccc(F)cc2)CC1	0%	?	2%
C[C@H](NC(=O)C1CCN(S(=O)(=O)c2ccccc2)CC1)C(=O)NCc1cccc(Cl)c1	-1%	-3%	2%
CCN(CC)c1nc2ccccc2[nH]1	-4%	-13%	6%
O=C(Nc1cccc2ccccc12)c1cc2c(cc1Br)OCO2	4%	?	5%
CC(C)(C)OC(=O)N[C@H](/C=C/c1ccccc1)C(=O)OC(C)(C)C	-5%	?	-5%
COc1ccc(CNC(=O)c2cc3c(s2)-c2ccccc2OC3)cc1	-27%	.	-7%
Cc1ccc2c(=O)cc(C(=O)Nc3ccc(S(=O)(=O)Nc4onc(C)c4C)cc3)oc2c1C	-18%	-9%	2%
CCOCCCNC(=O)c1ccc(N2CC3CC(C2)c2cccc(=O)n2C3)c(NC(=O)Nc2cccc(OC)c2)c1 (centres undefined)	-2%	-23%	-13%
COc1ccc(N(C(=O)c2ccncc2)S(=O)(=O)c2ccc(Cl)cc2)cc1	-19%	-22%	.
N#Cc1ccccc1S(=O)(=O)N1CCC(C(=O)NCc2ccccc2CN2CCCC2)CC1	-1%	-24%	0%
C=C1c2ccccc2O[C@H](C(=O)OCC)[C@@H]1C1CCCCC1 (tested in a mixture with another compound)	0%[88.6 µM]	.	-4%
CCCCN(C(=O)CCCSc1nc2ccccc2[nH]1)c1c(N)n(Cc2ccccc2)c(=O)[nH]c1=O	-4%	-3%	2%
COc1ccc(CCC(=O)O)c(O)c1	?	1%	.
O=C(O)CS(=O)(=O)CC(=O)NCc1cccc(C(F)(F)F)c1	-1%	-10%	6%
Cc1cccn2c(CN3CCCC(c4ccccc4)C3)c(C(=O)N3CCOCC3)nc12 (centres undefined)	-1%	?	-3%
O=S(=O)(NCCOC12CC3CC(CC(C3)C1)C2)c1cccc2nsnc12	-6%	15µM*	9%
CC(C)(C)OC(=O)N/N=C/c1cn(-c2ccccc2)nc1-c1cccnc1	-10%	-26%	6%
CC(=O)c1cccc(NC(=O)C2CC(=O)N(CCc3ccccc3)C2)c1 (centres undefined)	-8%	-2%	0%
CCN(C(=O)CCS(=O)(=O)c1cc2c(cc1C)NC(=O)CO2)c1cccc(C)c1	-7%	.	-4%
CCCc1nc2oc3c(N4CCNCC4)ncnc3c2c2c1CCCC2	-10%	.	-3%
CS(=O)(=O)Nc1cccc(-c2nccc(NCc3ccccc3)n2)c1	-2%	?	10%[56.1 µM]
Cc1c(C)n(C(=O)CSc2nccn2C)c2ccccc12	3%	-20%	1%

Brought forward from above: six entries, followed by the next part.
SMILES	GCN5L2 inh	DT40 TDP1 no CPT	TDP1 inh
CC(C)(C)OC(=O)N/N=C/c1cn(-c2ccccc2)nc1-c1cccnc1	-10%	-26%	6%
CC(=O)c1cccc(NC(=O)C2CC(=O)N(CCc3ccccc3)C2)c1 (centres undefined)	-8%	-2%	0%
CCN(C(=O)CCS(=O)(=O)c1cc2c(cc1C)NC(=O)CO2)c1cccc(C)c1	-7%	.	-4%
CCCc1nc2oc3c(N4CCNCC4)ncnc3c2c2c1CCCC2	-10%	.	-3%
CS(=O)(=O)Nc1cccc(-c2nccc(NCc3ccccc3)n2)c1	-2%	?	10%[56.1 µM]
Cc1c(C)n(C(=O)CSc2nccn2C)c2ccccc12	3%	-20%	1%
Cc1ccc(N(C(=O)c2ccc(S(=O)(=O)N3CCOCC3)cc2)C2C=CS(=O)(=O)C2)cc1 (centres undefined)	-3%	-13%	5%
Cc1cc(C(F)(F)F)n(-c2nc(C(=O)NN)cs2)n1	-3%	-9%	9%
CCN(CC)C(=O)CSc1nc2sc3c(c2c(=O)n1-c1ccc(C)cc1)CC(C)(C)SC3	-12%	-2%	0%
Cn1sc(NC(=O)c2ccccc2Cl)nc1=O	?	-4%	5%
CSc1ncc(C(=O)Nc2cccc(S(N)(=O)=O)c2)n1-c1ccccc1	-4%	-18%	2%
Cc1cccc(C(=O)N2CCCC(N3CCN(c4ccccc4)CC3)C2)n1 (centres undefined)	-1%	10%	0%
OC(CNCc1cccc(Br)c1)c1ccccc1 (centres undefined)	-5%	?	2%
Cc1ccc(C(=O)c2cc3ccccc3o2)cc1	-12%	-21%	-6%
Cc1c(NC(=S)NC(=O)c2cccc(Cl)c2)c(=O)n(-c2ccccc2)n1C	1%	1%	1%
CCN1CCCC1CNC(=O)Cn1nc(C)n2nc(-c3ccccc3)cc2c1=O (centres undefined)	-2%	-12%	0%
COc1ccc(C2=NCC(CSc3nccc(=O)[nH]3)S2)cc1 (centres undefined)	-4%	-10%	-1%
COC(=O)C1=C(C)NC2=C(C(=O)c3ccccc32)C1c1cccc(OC)c1 (centres undefined)	4%	5%	.
NS(=O)(=O)c1ccc(CCNc2ccnc3cc(Cl)ccc23)cc1	-3%	15µM*	2%
CCOc1cc(NC(=O)c2ccco2)c(OCC)cc1NC(=O)CCC(=O)NCc1cccnc1	-25%	-1%	6%
O=C(Cc1cccs1)Nc1nnc(-c2ccccc2)s1	2%	8%	3%
Cc1cc(C)cc(NS(=O)(=O)c2ccc3c(c2)CCCN3C(=O)C2CCC2)c1	-11%	21µM*	-2%
CC(C)(C)C1CCC(OC(=O)CN2CCCCC2)CC1 (centres undefined)	-1%	-26%	-1%
Cn1nc(C(=O)OCCN2C(=O)c3ccccc3C2=O)c2ccccc2c1=O	?	-4%	1%
CCS(=O)(=O)c1ncc(Cl)c(C(=O)NCc2ccccc2)n1	-4%	2.3µM*	-5%
COc1ccc(CC(=O)OC(C)C(=O)c2ccc(C)cc2)cc1 (centres undefined)	-5%	-1%	79µM*
CCCCCc1ccc(CC(=O)N2CCOCC2)cc1	-4%	-1%	5%
